Assay outcomes (PubChem BioAssay)
PRMT1 inh: inhibitors of human PRMT1 | 1.3% of 370,000 active | recombinant PRMT1, activity-based probe fluorescence polarization | Q99873 | inhibition, % at 2.79 µM;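 active means inhibition above about 21% made by adding two undisclosed values, limit read from the data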
Target sequence (Q99873 whole entry, looked up): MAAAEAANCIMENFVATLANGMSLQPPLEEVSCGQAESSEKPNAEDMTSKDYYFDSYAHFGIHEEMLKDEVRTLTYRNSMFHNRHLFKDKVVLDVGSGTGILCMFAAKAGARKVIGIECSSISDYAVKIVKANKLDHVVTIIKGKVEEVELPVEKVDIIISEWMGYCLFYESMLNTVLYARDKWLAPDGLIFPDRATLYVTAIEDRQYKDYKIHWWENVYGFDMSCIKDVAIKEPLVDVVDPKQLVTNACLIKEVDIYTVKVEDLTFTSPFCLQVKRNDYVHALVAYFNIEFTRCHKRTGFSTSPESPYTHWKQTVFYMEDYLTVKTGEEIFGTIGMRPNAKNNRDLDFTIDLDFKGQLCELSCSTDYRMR
TDP2 inh: blocks human TDP2 phosphodiesterase activity | recombinant TDP2, T5PNP hydrolysis, p-nitrophenol absorbance 415 nm | 0.34% of 370,000 active | inhibition, % at 12.8 µM;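 active means inhibition above the mean of all tested compounds plus 3 SD, set per campaign, cut at about 25% in these data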;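 further: 0% = DMSO with enzyme and 100% = buffer with substrate but no TDP2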
Target sequence (O95551 whole entry, looked up): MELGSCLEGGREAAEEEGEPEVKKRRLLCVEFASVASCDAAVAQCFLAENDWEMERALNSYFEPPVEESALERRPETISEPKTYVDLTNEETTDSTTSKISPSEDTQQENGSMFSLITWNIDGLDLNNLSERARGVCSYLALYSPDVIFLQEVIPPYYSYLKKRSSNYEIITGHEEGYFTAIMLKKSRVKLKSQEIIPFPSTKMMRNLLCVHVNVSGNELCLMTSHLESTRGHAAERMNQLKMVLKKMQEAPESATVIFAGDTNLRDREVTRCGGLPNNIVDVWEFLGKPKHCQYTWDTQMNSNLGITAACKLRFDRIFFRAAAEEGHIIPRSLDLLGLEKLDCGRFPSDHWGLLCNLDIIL
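Material: recombinant human TDP2; quantity: TDP2 enzyme at 120 nM final; medium: Tris-HCl pH 7.5 with MgCl2; compound: single concentration, 12.8 µM nominal, with 1% DMSO; incubation: 2 h enzyme incubation at 37 °C; signal: epi absorbance; measure: percent inhibition; benchmarks: high control without enzyme, low control DMSO plus TDP2; repeats: singlicate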
NPR2 activator: GC-B (human) receptor activation; 0.11% of 370,000 active; activation, % at 10 µM; HEK293-GC-B cells, CNP EC30, cGMP TR-FRET; 0% at EC30 CNP, 100% saturating CNP;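 active means activation at 10 µM reaching about 35% in either raw or pattern-adjusted values, limit read from the data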
MBD2 inh: blocks human MBD2 binding to methylated DNA. TR-FRET, MBD2 binding to methylated oligonucleotide. inhibition, % at 4.4 µM. 0.31% of 370,000 active. Q9UBB5; in the data active means inhibition above about 13%
SIAE inh: blocks human sialic acid acetylesterase; Q9HAT2; 0.69% of 370,000 active; AID 1053197; SIAE FP-Rh probe binding, fluorescence polarization; inhibition, % at 9.66 µM;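 active means inhibition above a cutoff: mean of compounds within the control limits plus 3 SD of those, cut at about 17% in these data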;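 further: 0% = plate median of compound wells and 100% = probe without SIAE protein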
HTRA1 inhibitor: HTRA1 (human) protease inhibition; recombinant HTRA1, FP-rhodamine activity-based probe, fluorescence polarization; inhibition, % at 5.96 µM; 0.5% of 340,000 active; in the data active means inhibition above about 36%;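 further: 0% = enzyme with DMSO and 100% = wells lacking enzyme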
rCAG RNA binder: molecules binding r(CAG) RNA repeats. r(CAG) RNA repeat, TO-PRO-1 dye displacement fluorescence. inhibition, % at 3 µM. 1.3% of 370,000 active;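 active means inhibition above the plate cutoff, the mean of all test compounds on that plate plus 3 SD, cut at about 35% in these data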;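 further: 0% = DMSO alone and 100% = 100 µM mitoxantrone as full dye displacement; higher means more dye released from RNA so lower well fluorescence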
LEDGF integ inh: blocks HIV-1 LEDGF/p75-dependent DNA integration. TR-FRET IN-LEDGF/p75 DNA integration, Eu/Cy5. inhibition, % at 3.7 µM. 0.64% of 370,000 active. AID 743269;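 active means inhibition above the screen-wide mean plus 3 SD, cut at about 13% in these data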;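 further: signal is the Cy5 over europium emission ratio at 671 and 618 nm; 0% = plate median of compound wells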
TCR CD3 inh: blocks the human TCR-CD3 interaction | inhibition, % at 9.4 µM | 0.37% of 360,000 active | TAMRA-labeled TCR probe fluorescence, biochemical | AID 651800; in the data active means inhibition above about 19%;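 further: recombinant mutant TCR 2C K166C tagged with TAMRA read by polarization; 0% = receptor in buffer alone and 100% = receptor with positive control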
mABHD4 FP: ABHD4 (mouse) inhibition, primary FP screen; 0.54% of 370,000 active; inhibition, % at 8.92 µM; purified mABHD4, FP-Rh probe fluorescence polarization; Q8VD66;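 active means inhibition exceeding the mean over every tested compound plus 3 SD, cut at about 30% in these data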;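 further: 0% = plate median of compound wells and 100% = S159A mutant with DMSO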
Target sequence (Q8VD66 whole entry, looked up): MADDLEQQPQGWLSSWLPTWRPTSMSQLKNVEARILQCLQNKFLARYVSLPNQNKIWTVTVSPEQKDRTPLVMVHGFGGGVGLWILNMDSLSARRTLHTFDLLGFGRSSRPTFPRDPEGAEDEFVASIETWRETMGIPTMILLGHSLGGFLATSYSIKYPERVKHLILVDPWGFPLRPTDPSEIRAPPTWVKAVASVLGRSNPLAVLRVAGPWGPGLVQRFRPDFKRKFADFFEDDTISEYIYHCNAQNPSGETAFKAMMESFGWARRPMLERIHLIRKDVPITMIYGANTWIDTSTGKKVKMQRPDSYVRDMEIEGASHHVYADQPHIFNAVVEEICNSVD
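Assay system: mouse ABHD4 enzyme, wild type / Also added: fluorescent activity-based probe FP-Rh / Doses: single nominal dose of 8.92 µM, 0.89% DMSO final / Timing: 45 min compound pre-incubation plus 60 min probe step, 25 °C / Signal: FP readout, ex 525 nm / em 598 nm / Control set: S159A mutant/DMSO as 100%, compound-well median as 0%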
Numbers without * were called inactive; x = no result given.

SMILES	PRMT1 inh	TDP2 inh	NPR2 activator	MBD2 inh	SIAE inh	HTRA1 inhibitor	rCAG RNA binder	LEDGF integ inh	TCR CD3 inh	mABHD4 FP
O=C(OC12CCCN(C1)/C(=C/c1ccc(Cl)cc1)C2)c1ccccc1 (stereo unspecified)	-1	-5	4	-7	7	x	5	2	x	0
CCC(=O)N1CCc2cc(Br)c(S(=O)(=O)N3CCC(C(=O)NC(C)(C)C)CC3)cc21	1	-3	-3	-1	12	x	2	-1	x	-2
COc1ccc(N2CCN(CCNS(=O)(=O)c3c(C(C)C)cc(C(C)C)cc3C(C)C)CC2)cc1	3	-5	4	-3	4	x	1	0	x	6
CCOC(=O)Cn1cc(CN2CCS(=O)(=O)N(Cc3ccc(C)cc3)C(C(=O)OC)C2)nn1 (stereo unspecified)	-1	2	3	12	-4	x	1	0	x	5
CCOC(=O)c1cccc(NC(=O)Nc2cc(OC)ccc2OC)c1	3	-3	0	1	5	-10	5	-3	3	-12
COc1ccc(C(=O)Nc2ccccc2C(=O)N/N=C/c2ccc(O)c(OC)c2)cc1	2	6	-2	3	-22	-17	25	-2	4	-3
COc1ccc(C2=NN(c3nc4ccccc4s3)C(=O)C2)cc1	4	0	-1	-5	15	6	21	6	9	11
COc1ccc(CN2C(=O)c3ccccc3C(/C=N\OCc3ccc(F)cc3)C2=O)cc1 (stereo unspecified)	-3	2	7	1	4	-16	10	2	1	-8
C[C@@H]1CN([C@H](C)CO)C(=O)CCCn2nncc2CO[C@@H]1CN(C)C(=O)c1cc(-c2ccccc2)on1	-1	10	3	-4	10	2	-1	-13	-4	0
COc1cc(OC)c([N+](=O)[O-])cc1/C=N/NC(=O)c1ccncc1	8	1	2	-2	-1	-2	3	-3	19	21
COCCNC(=O)C(c1ccc(C)cc1)N(CCOC)C(=O)CCC(=O)Nc1ccccn1 (stereo unspecified)	-5	-14	-2	-1	-2	-14	-2	-2	8	-1
COc1ccc(OC)c(/C=C2\SC(=S)N(C(C(=O)O)c3ccccc3)C2=O)c1 (stereo unspecified)	17	-6	-7	5	-10	-21	55*	4	-4	17

Ordered by molar mass (smallest number first): some entries from above
SMILES	PRMT1 inh	TDP2 inh	NPR2 activator	MBD2 inh	SIAE inh	HTRA1 inhibitor	rCAG RNA binder	LEDGF integ inh	TCR CD3 inh	mABHD4 FP
COc1ccc(C2=NN(c3nc4ccccc4s3)C(=O)C2)cc1	4	0	-1	-5	15	6	21	6	9	11
COc1cc(OC)c([N+](=O)[O-])cc1/C=N/NC(=O)c1ccncc1	8	1	2	-2	-1	-2	3	-3	19	21
CCOC(=O)c1cccc(NC(=O)Nc2cc(OC)ccc2OC)c1	3	-3	0	1	5	-10	5	-3	3	-12
O=C(OC12CCCN(C1)/C(=C/c1ccc(Cl)cc1)C2)c1ccccc1 (stereo unspecified)	-1	-5	4	-7	7	x	5	2	x	0
COc1ccc(OC)c(/C=C2\SC(=S)N(C(C(=O)O)c3ccccc3)C2=O)c1 (stereo unspecified)	17	-6	-7	5	-10	-21	55*	4	-4	17
COc1ccc(C(=O)Nc2ccccc2C(=O)N/N=C/c2ccc(O)c(OC)c2)cc1	2	6	-2	3	-22	-17	25	-2	4	-3
COc1ccc(CN2C(=O)c3ccccc3C(/C=N\OCc3ccc(F)cc3)C2=O)cc1 (stereo unspecified)	-3	2	7	1	4	-16	10	2	1	-8
COCCNC(=O)C(c1ccc(C)cc1)N(CCOC)C(=O)CCC(=O)Nc1ccccn1 (stereo unspecified)	-5	-14	-2	-1	-2	-14	-2	-2	8	-1
CCOC(=O)Cn1cc(CN2CCS(=O)(=O)N(Cc3ccc(C)cc3)C(C(=O)OC)C2)nn1 (stereo unspecified)	-1	2	3	12	-4	x	1	0	x	5
CCC(=O)N1CCc2cc(Br)c(S(=O)(=O)N3CCC(C(=O)NC(C)(C)C)CC3)cc21	1	-3	-3	-1	12	x	2	-1	x	-2
COc1ccc(N2CCN(CCNS(=O)(=O)c3c(C(C)C)cc(C(C)C)cc3C(C)C)CC2)cc1	3	-5	4	-3	4	x	1	0	x	6
C[C@@H]1CN([C@H](C)CO)C(=O)CCCn2nncc2CO[C@@H]1CN(C)C(=O)c1cc(-c2ccccc2)on1	-1	10	3	-4	10	2	-1	-13	-4	0

Going on with the list:
SMILES	PRMT1 inh	TDP2 inh	NPR2 activator	MBD2 inh	SIAE inh	HTRA1 inhibitor	rCAG RNA binder	LEDGF integ inh	TCR CD3 inh	mABHD4 FP
N#CC1=C(N)Oc2n[nH]c(-c3ccccc3)c2C1c1cccnc1 (stereo unspecified)	0	-3	-4	-3	9	7	1	-2	-1	3
Cc1ccc(/C=C/C(=O)NC2CCS(=O)(=O)C2)cc1 (stereo unspecified)	-3	2	-4	-3	-1	5	-1	2	4	2
O=C(Nc1nnc(-c2ccc3c(c2)CCCC3)o1)c1c(F)cccc1F	0	-4	1	-2	-3	10	25	6	0	-9
O=C(NC(c1ccc(F)cc1)c1ccc2ccccc2n1)C1CCN(CCOc2ccc(Cl)cc2)CC1 (stereo unspecified)	4	-2	-6	-4	-8	x	6	-3	4	-4
CC(=O)N1CCN(CCN(CC2C(C)C=C(C)CC2C)C(C)=O)CC1 (stereo unspecified)	3	8	-1	2	-1	10	-10	1	-5	0
O=C(CN1CCOCC1)NNC(=S)Nc1ccc(Cl)cc1	-3	6	4	1	9	5	1	-1	4	10
Clc1ccc(COn2c(-c3ccccc3)nc3ccccc32)cc1	0	-4	1	1	-3	-43	-2	1	0	-11
CCSC1(SCC)N=C(N)C2(C#N)C(c3ccccc3)NC(C)=CC12C#N (stereo unspecified)	2	1	1	4	-1	-3	4	0	6	2
Cc1nnsc1-c1c(C(=O)N2CCOCC2)c(C)nn1-c1ccc(Cl)cc1	-9	-23	0	-2	3	4	-1	5	-5	-13
COc1ccc(CC(=O)NCc2csc(-c3cccs3)n2)cc1OC	-3	10	-6	4	2	4	-4	1	5	-3
O=C1C=C(Nc2ccc(F)cc2)c2ccccc2C1=O	0	19	-6	-18	5	2	6	8	1	13
CCOC(=O)c1ccc(COC(=O)CCc2nc3ccccc3[nH]c2=O)o1	1	-4	1	2	1	4	4	-4	-4	-4
O=C(c1c(F)cccc1F)N1CCC(O)(c2cccnc2)CC1	-1	4	1	3	-2	-2	2	-3	4	0
COc1ccc2c(=O)cc(CO)oc2c1	-1	-2	1	-1	-11	1	9	0	3	-8
O=c1[nH]c(=O)n2c(c1-c1ccccc1)OC(CBr)C2 (stereo unspecified)	1	3	2	3	-1	0	0	-6	-5	0
Cc1n[nH]c(=S)c2nn(-c3ccccc3F)c(C)c12	3	-5	-1	4	-6	1	1	-3	-3	-27
C/C=N/NC(=O)CCCC(=O)N/N=C/C	-3	-5	-3	-8	5	10	-1	7	6	2
Cc1nnc(C)n1N	-5	4	1	2	1	4	2	1	4	-4
C[C@@H](NC(=O)c1coc(=O)c(Br)c1)c1ccccc1	4	-14	-6	9	4	0	10	-1	4	-10
CC(C)C(=O)Nc1ncc(Cc2ccccc2Cl)s1	0	0	7	0	6	-3	-3	4	8	1
Cc1nc2c(cc1C(=O)N/N=C/c1ccc([N+](=O)[O-])cc1)c(=O)n(C)c(=O)n2C	2	8	1	0	2	6	-1	-1	-1	-2
Cc1cc(SCC(=O)c2ccc(Cl)cc2)nc(=O)[nH]1	13	8	0	-8	-5	0	8	0	-6	-10
CN(C)CCCNC(NC(=O)c1cccs1)C(Cl)(Cl)Cl (stereo unspecified)	0	4	1	-5	0	6	1	4	0	4
O=C(NC1CCCCC1)C1c2ccccc2OCC(=O)N1C1CC1 (stereo unspecified)	4	2	-11	5	2	x	1	-4	0	2
CCOC(=O)c1c(C)[nH]c(C(=O)COC(=O)/C=C/c2ccc(OCC#N)c(OC)c2)c1C	-4	-13	-2	-5	6	2	1	4	-3	1
O=C1C2C3c4ccccc4C(c4ccccc43)C2C(=O)N1CN1CCOCC1 (stereo unspecified)	-1	-1	-2	2	6	-3	-1	-1	5	-1
Cc1nc2nc(C)c(NS(=O)(=O)c3ccc(Cl)s3)c(=O)n2[nH]1	3	-3	-1	-4	1	5	3	2	5	6
CC(c1nnc(SCC(=O)Nc2ccc3[nH]c(=O)[nH]c3c2)n1Cc1ccccc1)N(C)C (stereo unspecified)	0	10	7	-2	17	4	2	0	4	10
CCCCN(C)C(=O)CCC(=O)NNc1nc2ccccc2c2nc(C)nn12	-3	-1	-3	1	4	5	-4	-1	-1	2
COC(=O)c1cn(CC(=O)N2C(C)CCCC2C)c2ccccc12 (stereo unspecified)	0	-5	-7	2	-2	0	-4	-1	-5	0
Clc1ccc(-c2nc3ccc(Cl)cn3c2Cc2cccc(Cl)c2)cc1	2	-4	4	-7	-16	x	28	3	4	-71
Cc1ccc(S(=O)(=O)N(C)C)cc1NC(=O)COc1cccc(-n2cnnn2)c1	-2	2	5	3	-6	6	5	4	-2	8
CC(C(=O)NCCN1CCOCC1)(c1ccccc1)c1ccccc1	-1	-12	-7	1	-5	-6	-1	3	2	-1
O=[N+]([O-])c1cccc(/C=N/n2cnnc2)c1	1	-8	0	-3	-2	0	-1	-5	-4	-2
CCCC(C(=O)NC1CCCC1)N(Cc1ccccc1Cl)C(=O)c1snc(C(N)=O)c1N (stereo unspecified)	3	8	-6	2	-6	2	-1	0	0	0
O=C(c1ccccn1)c1cc2ccccc2n1S(=O)(=O)c1ccccc1	1	-5	-4	3	-3	8	-2	-1	2	3

An excerpt of these results, as labelled records:
Compound: Cc1nc2nc(C)c(NS(=O)(=O)c3ccc(Cl)s3)c(=O)n2[nH]1
- PRMT1 inh: 3
- TDP2 inh: -3
- NPR2 activator: -1
- MBD2 inh: -4
- SIAE inh: 1
- HTRA1 inhibitor: 5
- rCAG RNA binder: 3
- LEDGF integ inh: 2
- TCR CD3 inh: 5
- mABHD4 FP: 6
Compound: CC(c1nnc(SCC(=O)Nc2ccc3[nH]c(=O)[nH]c3c2)n1Cc1ccccc1)N(C)C (stereo unspecified)
- PRMT1 inh: 0
- TDP2 inh: 10
- NPR2 activator: 7
- MBD2 inh: -2
- SIAE inh: 17
- HTRA1 inhibitor: 4
- rCAG RNA binder: 2
- LEDGF integ inh: 0
- TCR CD3 inh: 4
- mABHD4 FP: 10

The list goes on:
SMILES	PRMT1 inh	TDP2 inh	NPR2 activator	MBD2 inh	SIAE inh	HTRA1 inhibitor	rCAG RNA binder	LEDGF integ inh	TCR CD3 inh	mABHD4 FP
O=C(COC(=O)C1CCCCC1)Nc1cc([N+](=O)[O-])ccc1F	-1	-2	-1	0	3	-9	2	-3	4	-2
O=C(c1ccco1)N1CCN(Cc2cc(=O)c(OCc3ccccc3)co2)CC1	1	3	-2	1	-1	-2	-4	2	8	2
CC1(C(=O)NCc2cccc3ccccc23)CCN1CCc1ccccc1 (stereo unspecified)	-3	5	-3	-5	-1	x	2	-1	1	-2
CCCn1c(-c2cccs2)nc2ccccc21	-1	3	0	-4	-6	-8	-3	2	5	13
CCOc1cc(OCC)cc(C(=O)Nc2cccc(C(C)=O)c2)c1	0	4	-2	6	-8	-15	1	-2	0	-1
COc1ccc(C(=O)CC(=O)c2ccccc2)cc1	-2	-10	-5	1	-8	x	0	5	4	-8

These rows are one share of the data; the hit share may differ from the screen's.
